High-throughput results as filed in PubChem BioAssay.
SUMO1 PPI mod – SUMO1-SIM interaction modulation; P63165; SUMO1 binding to a labelled peptide, TR-FRET, 1 h; inhibition, % at 20 µM; actives 0.33% (n = 360,000); in the data active = inhibition above about 37%
Target sequence (P63165 whole entry, looked up): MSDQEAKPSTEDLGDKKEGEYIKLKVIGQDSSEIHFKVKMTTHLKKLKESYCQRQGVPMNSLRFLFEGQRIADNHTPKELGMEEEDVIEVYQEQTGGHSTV
DNMT1 block – blocks human DNA methyltransferase DNMT1; P26358; DNMT1 molecular beacon, Hinp1I cleavage, fluorescence; inhibition (reported as % activation of signal), % at 10 µM; actives 0.83% (n = 360,000); AID 588458; in the data active = inhibition above about 50%
Neddyl block – blocks human cullin neddylation | TR-FRET cullin neddylation, biochemical | calls only at 25 µM | actives 0.58% (n = 360,000) | P61081+Q13564; in the data active = inhibition above about 36%
Rin1 Abl inh – inhibitors of human Rin1-Abl protein interaction | P00519+Q13671 | TR-FRET Rin1/Abl binding, biochemical | inhibition, % at 7.35 µM | actives 0.4% (n = 360,000) | AID 588664; in the data active = inhibition above about 5%, passing the limit was not always enough
CSN deneddyl inh – inhibitors of human CSN-mediated cullin deneddylation. AID 651999. Purified CSN, SCF-Nedd8-OG deneddylation, fluorescence polarization. actives 0.38% (n = 360,000). Q92905. inhibition, % at 12.5 µM;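 active = pattern-corrected inhibition above about 35%, with an unprinted fluorescence ratio check between 0.5 and 1.5, limit read from the data, passing the limit was not always enough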;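 also: 0% = enzyme with substrate and 100% = substrate without enzyme; some results filed as inactive read as strong as hits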
Target sequence (Q92905 whole entry, looked up, one chain of several): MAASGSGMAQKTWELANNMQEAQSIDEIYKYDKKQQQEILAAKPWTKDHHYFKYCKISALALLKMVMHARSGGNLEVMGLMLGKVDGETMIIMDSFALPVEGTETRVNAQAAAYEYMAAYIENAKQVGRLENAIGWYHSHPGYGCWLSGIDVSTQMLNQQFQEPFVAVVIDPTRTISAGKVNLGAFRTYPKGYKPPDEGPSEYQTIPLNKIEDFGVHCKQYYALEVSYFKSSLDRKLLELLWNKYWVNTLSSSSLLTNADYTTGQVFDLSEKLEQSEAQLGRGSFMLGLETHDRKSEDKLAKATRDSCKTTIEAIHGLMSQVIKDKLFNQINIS
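Schedule: reaction 90 min, room temperature / Assay system: HEK293T-derived human Csn5 enzyme / Input: Csn5 at 0.24 nM final / Measure: inhibition of Csn5 cleavage, % / Control set: substrate-only high control, full reaction low control / Technique: fluorescence polarization of the substrate / Buffer or medium: Tris/NaCl/DTT buffer, pH 7.5 / Reagent: SCFSkp2-Nedd8OG substrate at 10 nM final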
NadD block – inhibitors of Staphylococcus aureus NadD | purified NadD enzyme, colorimetric absorbance read-out | inhibition, % at 20 µM | actives 0.78% (n = 360,000); in the data active = inhibition above about 26%; also: some compounds past the cut are filed as inactive
LMPTP inh – LMPTP (human) inhibition | P24666 | recombinant LMPTP-A, OMFP fluorogenic substrate, fluorescence intensity | inhibition, % at 20 µM | actives 0.22% (n = 360,000) | AID 651560;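 active = compounds that cut the enzyme signal by at least half of the control window in the single-dose screen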;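 also: plate controls were DMSO wells with enzyme plus substrate for no effect and substrate without enzyme for full effect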
Target sequence (P24666 whole entry, looked up): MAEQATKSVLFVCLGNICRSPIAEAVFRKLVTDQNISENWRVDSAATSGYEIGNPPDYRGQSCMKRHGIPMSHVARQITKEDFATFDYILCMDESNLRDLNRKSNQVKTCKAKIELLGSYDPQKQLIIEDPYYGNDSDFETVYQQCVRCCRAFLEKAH
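material = LMPTP-A | quantity = 0.625 nM enzyme | reagent = OMFP substrate, 400 µM final | buffer or medium = Bis-Tris pH 6.0, DTT, detergent | detection = endpoint fluorescence intensity from OMFP dephosphorylation | dosing = single 20 µM dose | read-out basis = % inhibition relative to no-enzyme and uninhibited control wells | control set = no-enzyme and uninhibited controls | timing = 50 min at room temperature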
STEP inh – STEP (human) phosphatase inhibition | recombinant STEP, OMFP fluorogenic substrate, fluorescence | inhibition, % at 20 µM | actives 0.25% (n = 360,000) | AID 588621;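 active = inhibition at 20 µM, scaled per plate between control wells, above about 37%, limit read from the data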;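 also: 0% = DMSO with enzyme and substrate and 100% = substrate only without enzyme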
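Material: STEP (striatal-enriched tyrosine phosphatase) enzyme, cell-free; Compound dosing: 20 µM single dose in 1% DMSO; Technique: fluorescence read at 480 nm ex / 540 nm em; Times: reaction 20 min, ambient temperature; Medium: 50 mM Bis-Tris pH 6.0 with 2.5 mM DTT and 0.005% Tween 20; Also added: OMFP at 25 µM.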
Scp1 inh – blocks human Scp-1 phosphatase activity; Recombinant Scp1, phosphopeptide, malachite green phosphate absorbance; Q9GZU7; actives 0.88% (n = 340,000); inhibition, % at 20 µM;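 active = inhibition above about 50% at 20 µM, limit read from the data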;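 also: plate controls were DMSO wells with enzyme for no effect and wells lacking enzyme for full effect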
Target sequence (Q9GZU7 76-261 limits assumed): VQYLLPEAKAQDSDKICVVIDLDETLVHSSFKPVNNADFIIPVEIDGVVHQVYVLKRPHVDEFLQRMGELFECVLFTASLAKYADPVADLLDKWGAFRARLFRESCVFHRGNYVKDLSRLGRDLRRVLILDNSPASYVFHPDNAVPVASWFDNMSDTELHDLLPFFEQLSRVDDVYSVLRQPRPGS
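Material – SCP-1 phosphatase catalytic domain, residues 76-261 · Buffer or medium – Acidic Tris acetate buffer with magnesium and detergent · Also added – Phospho 17-mer peptide substrate · Compound – single 20 µM dose, 1% DMSO · Times – 45 min room-temperature reaction, 5 min colour, 30 min stabiliser · Technique – Phosphate-binding colour reagent, absorbance read at 630 nm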
Rpn11 block – Rpn11 (human) deubiquitinase inhibition; human 26S proteasome, Ub4-pepOG fluorescence polarization; 20S core pre-blocked with epoxomicin; calls only at 20 µM; actives 0.59% (n = 360,000);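 active = inhibition at 20 µM, scaled to each plate's controls, above about 33%, limit read from the data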
An asterisk follows results filed as active; i = inactive; · = not tested or not shown.

#1 CC(C)N1CCN(C(=O)C2CCC(=O)N(CCc3cccc(F)c3)C2)CC1 (stereo not drawn)
#2 CCOc1ccccc1NC(=O)c1ccc(NC(=O)c2ccco2)cc1
#3 O=C(Cc1cccc([N+](=O)[O-])c1)Nc1cccc(C(=O)N2CCCCC2)c1
#4 CCCN(C(=O)CSCc1ccc(C)cc1)c1c(N)n(Cc2ccccc2)c(=O)[nH]c1=O
#5 O=C(COC(=O)c1cccc(Cl)c1)Nc1ccc2[nH]c(=O)[nH]c2c1

Screen / compound no.	1	2	3	4	5
SUMO1 PPI mod	3	15	-16	5	4
DNMT1 block	1	-2	44	-2	10
Neddyl block	i	i	i	i	i
Rin1 Abl inh	-1	0	-1	2	0
CSN deneddyl inh	-3	1	4	3	2
NadD block	-2	-4	2	-4	-1
LMPTP inh	-0.7	-0.8	22	-1.7	-2.0
STEP inh	-1	-3	-1	0	0
Scp1 inh	-7	-12	-6	·	-7
Rpn11 block	i	i	i	i	i

#6 CCOC(=O)c1cc(NC(=O)Nc2ccccc2Cl)c(C)nc1C
#7 Cc1cc(C)c(C(=O)Nc2ccc3c(c2)OCCO3)c(C)c1
#8 COc1ccc(Nc2nc(-c3ccc(OC)cc3)c(CCC(=O)O)s2)cc1
#9 O=C(Nc1ccc(Cl)c(Cl)c1)N1CC=C(c2ccccc2)CC1
#10 Cc1cc(C)c(C#N)c(Nc2ccc(F)cc2)n1

Screen / compound no.	6	7	8	9	10
SUMO1 PPI mod	2	-1	-1	-1	4
DNMT1 block	4	0	-2	-3	1
Neddyl block	i	i	i	i	i
Rin1 Abl inh	6	-1	2	-1	3
CSN deneddyl inh	-7	3	-3	-1	1
NadD block	-1	2	-3	2	7
LMPTP inh	7.3	-0.2	0.9	2.9	-0.2
STEP inh	-2	-2	-1	1	-2
Scp1 inh	1	·	4	-13	-5
Rpn11 block	i	i	i	i	i

#11 CCOC(=O)c1cc(-c2ccccc2)sc1NC(=O)C(C)OC(=O)c1cccnc1Cl (stereo not drawn)
#12 Cc1ccc(NCc2nnc(SCC(=O)O)n2Cc2ccccc2)cc1Cl
#13 COc1ccc(CS(=O)(=O)c2nc(C)cc(C)c2S(C)(=O)=O)cc1
#14 COC(=O)[C@]1(Cc2ccccc2)N[C@H](c2ccc(-c3ccc4c(c3)OCO4)cc2)[C@@H]2C(=O)N(C)C(=O)[C@@H]21
#15 CC(=O)Nc1sc(N/N=C\c2cccc(Cl)c2)nc1-c1cccs1

Screen / compound no.	11	12	13	14	15
SUMO1 PPI mod	-1	1	-2	6	-4
DNMT1 block	-1	-2	-3	-4	-20
Neddyl block	i	i	i	i	i
Rin1 Abl inh	-3	2	-3	5	0
CSN deneddyl inh	-2	-11	-4	6	0
NadD block	-4	-2	-3	8	17
LMPTP inh	3.8	2.5	-0.8	1.2	-0.5
STEP inh	3	-3	0	-2	-5
Scp1 inh	-10	-1	-4	0	1
Rpn11 block	i	i	i	i	i

#16 COc1ccc2nc(C)c(C(N)=O)cc2c1
#17 O=[N+]([O-])c1ccc(NS(=O)(=O)N2CCOCC2)cc1
#18 CC1(C)CC(=O)C(Sc2ccccc2C(=O)O)=C(O)C1
#19 CCOc1ccc(S(=O)(=O)NCc2ccc3c(c2)OCO3)cc1C(=O)O
#20 O=C(O)c1cc2c(s1)-c1ccccc1OC2

Screen / compound no.	16	17	18	19	20
SUMO1 PPI mod	0	-14	1	0	-11
DNMT1 block	1	-4	-1	0	5
Neddyl block	i	i	i	i	·
Rin1 Abl inh	-2	2	2	4	0
CSN deneddyl inh	-8	2	-5	1	-2
NadD block	-5	-7	0	-7	-2
LMPTP inh	-0.6	0.0	-0.6	-1.0	-3.0
STEP inh	-2	1	2	0	-3
Scp1 inh	-7	-5	7	-10	-13
Rpn11 block	i	i	i	i	i

An excerpt from above in order of the CSN deneddyl inh value, low to high:
entry | compound | SUMO1 PPI mod | DNMT1 block | Neddyl block | Rin1 Abl inh | CSN deneddyl inh | NadD block | LMPTP inh | STEP inh | Scp1 inh | Rpn11 block
16 | COc1ccc2nc(C)c(C(N)=O)cc2c1 | 0 | 1 | i | -2 | -8 | -5 | -0.6 | -2 | -7 | i
18 | CC1(C)CC(=O)C(Sc2ccccc2C(=O)O)=C(O)C1 | 1 | -1 | i | 2 | -5 | 0 | -0.6 | 2 | 7 | i
20 | O=C(O)c1cc2c(s1)-c1ccccc1OC2 | -11 | 5 | · | 0 | -2 | -2 | -3.0 | -3 | -13 | i
19 | CCOc1ccc(S(=O)(=O)NCc2ccc3c(c2)OCO3)cc1C(=O)O | 0 | 0 | i | 4 | 1 | -7 | -1.0 | 0 | -10 | i
17 | O=[N+]([O-])c1ccc(NS(=O)(=O)N2CCOCC2)cc1 | -14 | -4 | i | 2 | 2 | -7 | 0.0 | 1 | -5 | i

Additional compounds follow:
#21 CCC(C)N(C(=O)COC(=O)/C=C/c1ccc(O)c(OC)c1)C1CCS(=O)(=O)C1 (stereo not drawn)
#22 COC(=O)C[C@H]1c2ccc(C(F)(F)F)cc2S(=O)(=O)N1Cc1ccccc1
#23 Cc1cc(=S)[nH]c2ccccc12
#24 Cc1cc(C)nc(SCc2cc(=O)c(OC(=O)c3ccco3)co2)n1
#25 O=C(CNCc1ccc(Cl)cc1)Nc1cccc(C(=O)O)c1

Screen / compound no.	21	22	23	24	25
SUMO1 PPI mod	-11	8	-4	-2	2
DNMT1 block	-3	-1	2	29	-2
Neddyl block	i	i	i	i	i
Rin1 Abl inh	-4	-2	-4	-2	-1
CSN deneddyl inh	-1	2	-1	2	-14
NadD block	10	-3	6	1	-1
LMPTP inh	-0.1	0.0	-1.7	-0.2	-0.7
STEP inh	-2	-4	5	0	-3
Scp1 inh	9	-9	-4	3	1
Rpn11 block	i	i	i	i	i

#26 O=C(Nc1cccc(F)c1)N(Cc1ccc(Cl)cc1)CC(O)C(F)(F)F (stereo not drawn)
#27 CCCn1nnc(NC(=S)NC(=O)/C=C/c2ccc(Cl)cc2)n1
#28 Cn1c(N)c(S(=O)(=O)N2CCN(c3ccccc3)CC2)c(=O)n(C)c1=O
#29 COc1ccccc1CCC(=O)N1CCC(n2nccc2NC(=O)CC(C)C)CC1
#30 O=C(NCCO)/C(=C\c1ccc(Br)cc1)NC(=O)c1cccs1

Screen / compound no.	26	27	28	29	30
SUMO1 PPI mod	3	2	-2	2	-6
DNMT1 block	-3	-4	-2	3	0
Neddyl block	i	i	i	i	i
Rin1 Abl inh	0	2	4	3	1
CSN deneddyl inh	3	3	2	6	-6
NadD block	-6	-8	-1	-9	-5
LMPTP inh	2.7	0.0	-0.8	-2.2	0.2
STEP inh	-2	2	-2	-2	-2
Scp1 inh	-17	-13	-7	-12	-4
Rpn11 block	i	i	i	i	i

#31 COc1cc(/C=C2\CCCc3c2nc2ccccc2c3C(=O)O)cc(Cl)c1O
#32 Cc1ccccc1NC(=O)/C(=C/c1cccs1)NC(=O)c1ccco1
#33 CC(C)(C)OC(=O)C(C1NC(C(=O)O)C(C)(C)S1)N1C(=O)c2ccccc2C1=O (stereo not drawn)
#34 CCOc1ccccc1/C=N/NC(=O)c1nnn(-c2nonc2N)c1CN1CCCC1
#35 Cc1ccc2c(c1)c1ncnc(N3CCOCC3)c1n2C

Screen / compound no.	31	32	33	34	35
SUMO1 PPI mod	-1	-4	3	1	8
DNMT1 block	1	-3	6	17	-1
Neddyl block	i	i	i	i	·
Rin1 Abl inh	-1	-5	0	-2	-5
CSN deneddyl inh	-6	2	-2	-4	-1
NadD block	-1	0	2	4	-5
LMPTP inh	-8.5	0.2	-2.2	-2.1	1.0
STEP inh	0	-2	-3	-3	-3
Scp1 inh	1	-11	-5	11	-4
Rpn11 block	i	i	i	i	i

#36 O=C(Nc1ccc(Cl)cc1C(=O)NCC1CCCO1)c1ccco1 (stereo not drawn)
#37 CCOc1ccc(Cl)cc1S(=O)(=O)NC1CCCC1
#38 CCOC(=O)N1CCN(C(=O)COc2ccc3c(c2)C(=O)CC2(CCN(C(C)=O)CC2)O3)CC1
#39 CCn1c2ccccc2c2cc(NC(=O)CSc3nnc(-c4cccc(F)c4)o3)ccc21
#40 O=C(Nc1ccsc1C(=O)O)c1cccc(C(F)(F)F)c1

Screen / compound no.	36	37	38	39	40
SUMO1 PPI mod	3	-3	-3	-1	8
DNMT1 block	8	-1	4	-8	-1
Neddyl block	i	i	·	i	i
Rin1 Abl inh	1	1	2	2	2
CSN deneddyl inh	-5	3	-3	0	2
NadD block	-5	0	5	14	-7
LMPTP inh	-1.4	1.1	-0.9	-0.6	-0.3
STEP inh	5	-2	-2	-3	-1
Scp1 inh	-4	-2	6	3	-15
Rpn11 block	i	i	i	i	i

#41 CCOC(=O)CSc1nnnn1-c1cc(OC)ccc1OC
#42 Cc1nnnn1/C(=C\c1ccccc1)C(=O)OCC(=O)NC(C)(C)C
#43 O=C(COn1nnc2ccc(Cl)cc21)NC12CC3CC(CC(C3)C1)C2
#44 Cc1c(NC(=O)Nc2ccccc2)c(=O)n(-c2ccccc2)n1C
#45 CC(NC(=O)CNC(=O)c1sc2ccccc2c1Cl)c1cccnc1 (stereo not drawn)
#46 FC(F)(F)c1cc(Cl)c2nc(-c3ccc(Cl)cc3)c(Cc3ccsc3)n2c1

Screen / compound no.	41	42	43	44	45	46
SUMO1 PPI mod	-1	-2	1	0	-6	3
DNMT1 block	2	-4	-16	0	-2	·
Neddyl block	i	i	i	i	i	i
Rin1 Abl inh	4	-4	-1	2	-6	·
CSN deneddyl inh	-2	4	5	0	4	8
NadD block	-5	1	1	-7	-3	24
LMPTP inh	-1.7	-2.2	1.2	-1.7	0.1	0.1
STEP inh	1	-1	-1	-1	-1	·
Scp1 inh	-3	9	-4	-5	-3	·
Rpn11 block	i	i	i	i	i	·
